From PubChem BioAssay
sEH act: soluble epoxide hydrolase activators, primary screen, biochemical, human sEH. Bifunctional epoxide hydrolase 2 (Homo sapiens), P34913. activation, % at 2 µM. hit rate 0.04% among 91,000. AID 717, 2007. purified human sEH enzymatic activity, activator screen; in the data active means activation above about 37%; further: values of inactives mirror those of a sister screen read the other way
PostGolgi yeast: phenotypic screen on post-Golgi transport, primary screen; post-Golgi transport phenotypic cell assay; inhibition, % at 10 µM; hit rate 0.9% among 98,000; AID 739, 2007;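 further: yeast cells grown in 1536-well plates; yeast grown about 18 h at 30C before absorbance read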
CYP2C19 activ: human CYP2C19 activators, primary screen, biochemical, luminescence; Cytochrome P450 2C19 (Homo sapiens), P33261; recombinant CYP2C19, luciferin-H EGE luminescence; active compounds read high; 0 = fully inhibited enzyme, 1 = untreated enzyme; activation factor at 5 µM; 96,000 tested, under 10 active;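 active means activation factor of at least 2 at 5 µM in the primary screen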;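 further: 0 = wells with 2.5 mM tranylcypromine and 1 = vehicle-only wells; values of inactives mirror those of a sister screen read the other way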
Target sequence (P33261 whole entry, looked up): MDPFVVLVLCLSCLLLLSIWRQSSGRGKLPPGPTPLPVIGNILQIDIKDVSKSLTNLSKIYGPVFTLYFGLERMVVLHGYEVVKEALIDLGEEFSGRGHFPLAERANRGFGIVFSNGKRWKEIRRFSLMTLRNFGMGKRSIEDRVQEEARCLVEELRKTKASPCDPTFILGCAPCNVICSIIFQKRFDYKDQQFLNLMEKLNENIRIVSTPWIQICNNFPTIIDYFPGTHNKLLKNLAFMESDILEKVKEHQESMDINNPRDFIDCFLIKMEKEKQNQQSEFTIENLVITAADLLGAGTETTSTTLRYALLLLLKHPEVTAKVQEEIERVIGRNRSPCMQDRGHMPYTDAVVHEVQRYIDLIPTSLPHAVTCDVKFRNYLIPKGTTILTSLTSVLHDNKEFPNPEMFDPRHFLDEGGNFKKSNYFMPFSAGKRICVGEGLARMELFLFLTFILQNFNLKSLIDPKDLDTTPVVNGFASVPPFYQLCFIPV
S1P2 antag: human S1P2 receptor antagonists, primary screen, cell-based; Sphingosine 1-phosphate receptor 2 (Homo sapiens), O95136; cell-based S1P2 antagonist assay, inhibition at 5 uM; inhibition, % at 5 µM; hit rate 0.21% among 97,000; AID 736, 2007; in the data active means inhibition above about 45%;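 further: CRE beta-lactamase reporter cells expressing human S1P2 stimulated with S1P; 0% = agonist at EC80 alone and 100% = agonist plus reference antagonist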
Target sequence (O95136 whole entry, looked up): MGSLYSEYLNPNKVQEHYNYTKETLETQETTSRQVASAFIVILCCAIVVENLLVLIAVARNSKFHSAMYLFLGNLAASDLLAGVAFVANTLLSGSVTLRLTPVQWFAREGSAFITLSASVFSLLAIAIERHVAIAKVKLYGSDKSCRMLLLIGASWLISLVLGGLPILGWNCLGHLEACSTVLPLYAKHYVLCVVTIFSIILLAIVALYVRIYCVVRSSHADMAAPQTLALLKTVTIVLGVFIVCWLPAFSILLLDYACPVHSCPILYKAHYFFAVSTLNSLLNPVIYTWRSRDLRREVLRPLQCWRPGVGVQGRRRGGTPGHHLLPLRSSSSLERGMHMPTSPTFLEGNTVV
sEH inhibitor: soluble epoxide hydrolase inhibitors, primary screen, biochemical, human sEH. hit rate 0.34% among 91,000. recombinant human sEH enzymatic activity assay. Bifunctional epoxide hydrolase 2 (Homo sapiens), P34913. inhibition, % at 2 µM; in the data active means inhibition above about 80%; further: values of inactives mirror those of a sister screen read the other way; many of its hits are not listed in these tables
PostGolgi ctrl: growth inhibition of yeast control strain, primary screen, counter-screen for post-Golgi transport modulator project; efflux-deficient yeast background strain, growth absorbance A615, 16 h; inhibition, % at 10 µM; hit rate 5% among 98,000; AID 738, 2007
S1P2 ag: S1P2 receptor agonists, primary screen, cell-based | Sphingosine 1-phosphate receptor 2 (Homo sapiens), O95136 | S1P2-expressing cell line, agonist reporter read-out | activation, % at 4.5 µM | hit rate 0.46% among 97,000; in the data active means activation above about 16%;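 further: 0% = vehicle low control and 100% = maximal reference agonist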
CYP2C19 inh: blockers of cytochrome P450 2C19 activity – biochemical, luminescence, ADME assay, primary screen. P33261. CYP2C19 Supersomes, luciferin-H EGE luminescence, 30 min. inhibition, % at 5 µM. hit rate 21% among 96,000. AID 778, 2007;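 active means CYP2C19 inhibition above a set limit at 5 µM in the primary screen, cut at about 50% in these data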;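 further: plate controls were negative control wells for no effect and 2.5 mM tranylcypromine positive control for full effect; values of inactives mirror those of a sister screen read the other way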
DAT uptake mod: changed hDAT dopamine uptake under cocaine IC80, either direction, primary screen, cocaine antagonist project, cell-based, LLC-PK1 hDAT, [14C]-dopamine uptake, MLSMR; Sodium-dependent dopamine transporter (Homo sapiens), Q01959; B-score at 10 µM; hit rate 1.3% among 110,000; LLC-PK1 hDAT cells, [14C]-dopamine uptake with cocaine IC80; actives deviate in either direction;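 active means Z score or B-score, a plate-position-corrected score, falls beyond the plate's 99.7% confidence bounds, in either direction; inactive means both scores lie inside the 99.7% bounds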;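 further: scored against the spread of the other compound wells on the same plate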
Active calls of the source: *; / = no result given. Unless noted, no stated cut-off is given here; in the data, active means inhibition above about 30%; inactive means the rest.

SMILES	sEH act	PostGolgi yeast	CYP2C19 activ	S1P2 antag	sEH inhibitor	PostGolgi ctrl	S1P2 ag	CYP2C19 inh	DAT uptake mod
COc1ccc(-n2ncc3c(Nc4cccc(C)c4)ncnc32)cc1	/	-11	0.9	/	/	-14	/	15	-0.61
CC(=O)Nc1ccc(S(=O)(=O)Nc2nc3c(s2)CCCC3)cc1	2	-6	0.1	3	0	25	-3	91*	-0.034
O=C(CCS(=O)(=O)c1cccc2nsnc12)N1CC(=O)N(CCc2ccccc2)C(=O)C1	/	0	0.7	/	/	12	/	30	0.44
CC(C)Oc1cccc(-c2cc(C(=O)N3CCN(c4ncccn4)CC3)c3ccccc3n2)c1	4	-8	0.7	33	-4	24	-4	29	1.1
O=C(c1cc(-c2cccs2)nc2ccccc12)N1CCN(S(=O)(=O)c2ccccc2)CC1	2	7	0.2	7	0	27	-10	84*	1.1
CCN(CC)S(=O)(=O)c1ccc(Cl)c(C(=O)OC)c1	9	4	0.7	4	-11	4	-4	33	-0.034
COc1ccc(S(=O)(=O)N2CCC(C(N)=O)(N3CCCCC3)CC2)cc1	-8	10	0.9	22	7	-1	-6	9	0.65
O=C(CCN1C(=O)c2ccccc2C1=O)Nc1ccc(S(=O)(=O)N2CCOCC2)cc1	-20	6	0.7	-14	24	3	1	26	0.42
CCOC(=O)C1=C(CNCc2ccccc2Cl)NC(=O)NC1c1ccc2c(c1)OCO2 (centres undefined)	-4	-7	0.7	-10	4	39*	-2	28	0.37
Cc1ccc(NC(=O)N/C=C/c2ccco2)cc1C	-25	-3	0.8	3	26	2	-4	24	-0.14
Cn1c(N)c(C(=O)NCc2ccccc2)sc1=S	/	-28	0.5	/	/	25	/	53*	-0.76
COc1ccc(C(NC(=O)CNC(C)=O)C(=O)Nc2ccc3c(c2)OCCO3)cc1 (centres undefined)	-18	-3	0.8	-5	20	1	-6	16	-0.45
Cc1cc(C(=O)N2CCC(Cc3ccccc3)CC2)ccc1[N+](=O)[O-]	6	0	0.2	15	-4	20	-3	78*	-1.4
Cc1ccccc1-c1nc(-c2ccc(NC(=O)c3cccs3)cc2)no1	-4	13	1	-15	8	0	-1	5	-0.93
CCOC(=O)c1c(C)n(CCNC(C)=O)c2ccc(OC)cc12	3	3	0.9	5	-1	7	-6	12	0.2
CCOC(=O)N(CC)OC(=O)Nc1ccc(Cl)cc1	-22	-10	0.2	-8	21	13	-4	78*	-0.74
CCOC(=O)c1cc2sccc2n1CC(=O)OC	14	4	0.5	-18	-12	11	2	49	0.7
Cc1c(NC(=O)c2ccccc2F)c(=O)n(-c2ccccc2)n1C	17	-6	1	4	-16	-4	-7	2	-0.61
Cc1ccc(CNC(=O)CCNS(=O)(=O)c2ccc(C)cc2)cc1	-10	3	0.9	8	9	3	-5	9	0.24
COc1ccc(C2=NN(C(C#N)c3ccc(OC)c(OC)c3)C(c3ccccc3)C2)cc1 (centres undefined)	22	2	0.6	-33	-18	2	-4	42	1.2
CCCCC(=O)OCC(=O)c1ccc(OCC)cc1	17	/	/	-2	-18	/	-1	/	1
CN(/C(=N\S(=O)(=O)c1ccccc1)C(F)(F)F)c1ccccc1	14	-7	0.7	2	-13	-6	-4	29	-0.086
CCOC(=O)Cn1c(=O)oc2cc(S(=O)(=O)N3CCCC(C(=O)OCC)C3)ccc21 (centres undefined)	-4	-2	0.8	-9	4	4	-3	23	-0.3
COC(=O)[C@@H](NC(=O)Nc1ccccc1F)C(C)C	0	-13	0.8	8	1	8	-6	17	-1.2
Cc1ccc(OCC(=O)Nc2ccc(-c3nc4ncccc4o3)cc2)c(C)c1	-31	24	0.4	-28	31	6	-3	63*	-0.22
Next part.
SMILES	sEH act	PostGolgi yeast	CYP2C19 activ	S1P2 antag	sEH inhibitor	PostGolgi ctrl	S1P2 ag	CYP2C19 inh	DAT uptake mod
CCOC(=O)c1c(NC(=O)/C=C/c2ccco2)sc(C)c1C	15	4	1.1	-4	-17	8	-7	-6	0.81
CCC1CCCN1Cn1cnc2c([nH]c3ccccc32)c1=O (centres undefined)	20	13	1.1	17	-19	1	-7	-7	/
CC1CN(C(=O)CSc2ncnc3sccc23)CC(C)O1 (centres undefined)	-7	5	0.6	12	6	11	-3	37	0.9
Cc1c(NC(=O)C(Sc2ccccc2)c2ccccc2)cccc1[N+](=O)[O-] (centres undefined)	6	-2	1	3	-5	13	-8	-1	/
C=CCNc1oc(-c2cccs2)nc1C#N	4	0	0.3	-15	-5	7	-3	72*	-0.2
O=C(CSC1=NCCS1)N1CCCC1	/	13	0.9	/	/	10	/	13	-0.047
CCS(=O)(=O)N1CCC(c2nc(-c3ccc(C(F)(F)F)cc3)no2)CC1	-3	-5	0.9	3	5	6	-6	6	0.35
CCOC(=O)c1cccc(NC(=O)C2CCCN(S(=O)(=O)c3c(C)nn(C)c3C)C2)c1 (centres undefined)	/	-4	0.2	4	/	23	-5	83*	3*
COC(=O)C1=C(C)N=C2SCCC(=O)N2C1c1ccc(C(=O)OC)cc1 (centres undefined)	0	7	0.1	-12	0	3	-6	88*	0.098
Cc1cc(=O)oc(C)c1C(=O)NCC(C)C	-4	3	1.1	-18	4	3	-4	-13	-0.15
O=C(COc1ccc(Cl)cc1)N/N=C/CCc1ccccc1	-2	-4	0.5	-11	5	9	0	52*	0.039
COc1cc2[nH]c(=S)n(CCN3CCCCC3C)c(=O)c2cc1OC (centres undefined)	/	-1	1.1	/	/	5	/	-6	-0.79
COC(=O)CN(c1ccc(C(C)C)cc1)S(=O)(=O)c1c(C)[nH]c(=O)[nH]c1=O	-10	-5	1.1	22	9	-2	-4	-8	-0.15
C/C(=N\NC(=O)CSCc1cccc(Br)c1)c1ccc([N+](=O)[O-])cc1	-1	-1	0.7	15	-1	16	-2	27	0.84
COc1ccc(S(=O)(=O)N2CCC(O)(c3ccc(Cl)cc3)CC2)cc1	-16	-11	0.3	13	14	9	-10	68*	0.54
CN1CCN(S(=O)(=O)c2ccc3c4c(cccc24)C(=O)N3)CC1	6	-1	0.4	3	-3	12	-4	55*	0.13
O=C(c1ccc(Br)o1)N1CCN=C1SCc1cccnc1	-2	-3	0.1	6	0	0	-4	89*	2.4*
S=C(c1cccs1)N1CCCC1	6	-12	0.7	-7	-3	-5	-5	32	-0.37
COc1ccc(-c2csc(Cc3nnc(N4CCOCC4)n3-c3ccccc3)n2)cc1	/	-2	1.2	/	/	5	/	-18	0.73
COc1ccc(C(C)=O)cc1CN(C)C	-5	2	1.1	10	3	2	-5	-10	-0.023
COc1ccc(Cl)cc1CN1CCN(c2nc(C)cc(C)c2C#N)CC1	-8	-14	0.1	1	6	13	0	92*	-0.92
CCCC1(CCC)NC(=O)N(CC(=O)N2CCN(C(=O)c3ccco3)CC2)C1=O	1	12	1.1	2	2	9	-8	-12	0.57
CC(NC(=O)CNC(=O)OCc1ccccc1)C(=O)N1CC(O)CC1C(=O)OCc1ccccc1 (centres undefined)	6	22	0.9	12	-4	-2	-3	8	0.52
Cn1c(=O)cc(OCCCC(=O)N2CCN(c3ccccn3)CC2)c2ccccc21	10	10	0.7	0	-7	19	-5	30	1.1
O=C(COC(=O)C1(c2ccccc2F)CCCC1)N1CCOCC1	3	-5	1	4	0	6	-4	5	0.015

Some of these compounds in order of the PostGolgi yeast value, rising.
molecule | PostGolgi yeast
Cn1c(N)c(C(=O)NCc2ccccc2)sc1=S | -28
O=C(COC(=O)C1(c2ccccc2F)CCCC1)N1CCOCC1 | -5
O=C(CCS(=O)(=O)c1cccc2nsnc12)N1CC(=O)N(CCc2ccccc2)C(=O)C1 | 0

Record cards (already shown). Order of values: sEH act	PostGolgi yeast	CYP2C19 activ	S1P2 antag	sEH inhibitor	PostGolgi ctrl	S1P2 ag	CYP2C19 inh	DAT uptake mod
Listed for COc1cc2[nH]c(=S)n(CCN3CCCCC3C)c(=O)c2cc1OC (centres undefined) = /	-1	1.1	/	/	5	/	-6	-0.79
Listed for O=C(COc1ccc(Cl)cc1)N/N=C/CCc1ccccc1 = -2	-4	0.5	-11	5	9	0	52*	0.039
Listed for CCCC1(CCC)NC(=O)N(CC(=O)N2CCN(C(=O)c3ccco3)CC2)C1=O = 1	12	1.1	2	2	9	-8	-12	0.57
Listed for Cc1c(NC(=O)C(Sc2ccccc2)c2ccccc2)cccc1[N+](=O)[O-] (centres undefined) = 6	-2	1	3	-5	13	-8	-1	/
Listed for C/C(=N\NC(=O)CSCc1cccc(Br)c1)c1ccc([N+](=O)[O-])cc1 = -1	-1	0.7	15	-1	16	-2	27	0.84

More records
SMILES	sEH act	PostGolgi yeast	CYP2C19 activ	S1P2 antag	sEH inhibitor	PostGolgi ctrl	S1P2 ag	CYP2C19 inh	DAT uptake mod
CCC(=O)c1ccc(N2CCCCCC2)c(F)c1	/	0	0.3	-6	/	12	-5	68*	-0.17
COC(=O)C(CCCCNC(=O)OCc1ccccc1)NC(=O)CN (centres undefined)	6	32*	0.5	-13	-5	7	-9	51*	0.22
O=C(/C=C/c1ccccc1)NNC(=O)c1cccnc1	7	1	1	12	-4	-7	-5	5	-1.8
CC(=O)CSc1nc(C(F)(F)F)cc(=O)n1-c1ccccc1	/	-12	0.9	-15	/	-4	-1	8	-0.39
N#Cc1cnn(-c2nc(SCc3ccccc3)nc3sc4c(c23)CCCC4)c1N	-4	14	0.9	5	4	34*	-3	12	0.51
Cc1cc(C(F)F)nn1CC(=O)NCc1ccc(Cl)cc1Cl	-20	/	/	24	19	/	-3	/	-1.2
COc1ccc(C2=NO[C@@H]3C(=O)N(c4cccc(C)c4C)C(=O)[C@H]23)cc1OC	-4	-1	1	6	2	5	-3	0	0.48
COc1ccccc1OCCCOc1ccc([N+](=O)[O-])cc1Cl	-4	-4	0.6	0	5	13	-2	44	-1.4
Cc1ccc(C(=O)c2c(NC(=O)c3ccncc3)sc3c2CCCC3)cc1	-4	97*	0.7	-2	6	66*	-5	29	-1.1
Cc1cc(C)n(C(=O)C(C)N2C(=O)c3ccccc3C2=O)n1 (centres undefined)	/	1	0.5	/	/	-3	/	50	-0.2
COc1ccc(/C(O)=C2\C(=O)C(=O)N(c3cc(C)on3)C2c2ccccc2OC)cc1 (centres undefined)	-3	-6	0.7	-15	8	14	0	35	0.71

Some values from the entries so far:
In sEH inhibitor, COc1ccc(/C(O)=C2\C(=O)C(=O)N(c3cc(C)on3)C2c2ccccc2OC)cc1 (centres undefined) is listed with 8
In S1P2 ag, Cc1cc(C(F)F)nn1CC(=O)NCc1ccc(Cl)cc1Cl is listed with -3
In CYP2C19 activ, COc1ccc(C2=NO[C@@H]3C(=O)N(c4cccc(C)c4C)C(=O)[C@H]23)cc1OC is listed with 1
In CYP2C19 inh, COC(=O)C(CCCCNC(=O)OCc1ccccc1)NC(=O)CN (centres undefined) is listed with 51*
In S1P2 ag, O=C(/C=C/c1ccccc1)NNC(=O)c1cccnc1 is listed with -5
